yeast sgs1 mgt1: NCI yeast anticancer drug screen, S. cerevisiae sgs1 mgt1 strain; growth inhibition, % at 50 µM; 78,000 tested, 10% active; AID 161;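 note: 0% = growth of vehicle-only cultures of the same strain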
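Yeast cells carrying a defined DNA-repair defect were exposed to test compounds. Growth inhibition was measured relative to vehicle-treated controls.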
yeast cln2 rad14: NCI yeast anticancer drug screen, S. cerevisiae cln2 rad14 strain; 78,000 tested, 8.3% active; % growth inhibition at 50 µM;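 note: 0% = growth of vehicle-only cultures of the same strain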
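Each compound was tested on cln2 rad14 yeast. Inhibition of growth was calculated against vehicle-exposed controls.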
yeast rad50: NCI yeast anticancer drug screen, S. cerevisiae rad50 strain | % growth inhibition at 50 µM | 79,000 tested, 10% active | AID 155;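 note: 0% = growth of vehicle-only cultures of the same strain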
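Yeast carrying a defined DNA repair defect were exposed to test compounds, and growth was compared with vehicle-treated controls to give percent inhibition.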
yeast mec2-1: NCI yeast anticancer drug screen, S. cerevisiae mec2-1 strain; growth inhibition, % at 50 µM; 79,000 tested, 9% active; AID 157;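 note: 0% = growth of vehicle-only cultures of the same strain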
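mec2-1 yeast strain, carrying an alteration in DNA damage repair or cell cycle control, was exposed to compounds; growth inhibition was measured relative to vehicle-treated controls.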
yeast mlh1 rad18: NCI yeast anticancer drug screen, S. cerevisiae mlh1 rad18 strain | % growth inhibition at 50 µM | 79,000 tested, 11% active;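 note: 0% = growth of vehicle-only cultures of the same strain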
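Inhibition values reflect reduced growth of mutant yeast versus vehicle-treated controls following compound exposure; the mutations affect DNA damage repair.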
bub3: NCI yeast anticancer drug screen, S. cerevisiae bub3 mutant strain; 78,000 tested, 9.9% active; growth inhibition, % at 50 µM; AID 167;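 note: 0% = growth of vehicle-only cultures of the same strain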
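Readout: yeast growth inhibition, expressed relative to vehicle-only wells. The test organism is a mutant strain from a panel with lesions in DNA repair or checkpoint genes.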
* marks the source's active call; other numbers are inactive results; · = no result given; & = joins results of further samples; ! = not active in a repeat. Cut-off read from the data, not from the text of the source: active = growth inhibition above about 70%; inactive = the rest. Rows are unselected (roughly 14% active in at least one column).

Compound,yeast sgs1 mgt1,yeast cln2 rad14,yeast rad50,yeast mec2-1,yeast mlh1 rad18,bub3
S=C1Cc2c(-c3ccccc3)cc(-c3ccc(Cl)cc3)nc2-c2ccccc2N1,6,3,9,-4,-4,7
COc1ccc(C2OC(C)CC(C)(C)O2)cc1 (stereo not drawn),-11,-10,16,-8,11,-7
CC(=O)N(C(=O)CC(=O)NNCc1ccccc1Cl)c1ccc(Cl)cc1,-20,-11,-11,-14,6,-17
N#C/C(=C1C=C(Br)/C(=N\O)C=C\1Cl)c1cccc2ccccc12,·,·,89*,91*,89*,·
C=C1CC[C@]2(C)[C@H](CC[C@@]34C[C@@H](CC[C@H]32)[C@@H](C(=O)O)C4)C1(C)C,-19,6,6,-7,45,-13
CN(C)C(=S)Oc1ccc(O)cc1,-10,-36,16,-17,-3,8
CN(C)C12C=CC=CC3=C(c4ccccc4)C(c4ccccc4)=C(c4ccccc4)C31c1ccccc1C2 (stereo not drawn),36,-4,-12,22,3,-17
C=CC1=C(C)C2=NC1=CC1=NC(=CC3=C(C)C4=C(O)[C@H](C(=O)OC)C(=C5NC(=C2)[C@@H](C)[C@@H]5CCC(=O)O)C4=N3)C(CC)=C1C,31,28,2,8,6,21
CC1CCC2(CC1)OCC(C)O2 (stereo not drawn),-24,20,-20,5,-9,-1
C[N+](C)(C)CC(=O)N/N=C/c1oc(-c2cccc([N+](=O)[O-])c2)c(-c2cccc([N+](=O)[O-])c2)c1[N+](=O)[O-],12,16,19,12,3,-19
O=C1NN(C2=NNC3(C(=O)N2)c2ccccc2-c2ccccc23)C(c2ccccc2)=N/C1=C/c1ccc(O)cc1,65,7,21,50,83*,81*
COC12C=CC(CC1)c1c2c(O)c2ncccc2c1O (stereo not drawn),72*,22,79*,35,48,90*
O=C(O)/C=C/C(=O)Nc1ccc2c(c1)C(O)c1ccccc1-2 (stereo not drawn),-2,-46,-56,-13,-5,-7
COc1ccc2nc3c([N+](=O)[O-])ccc(NCCCN(C)C)c3c(NCCCN(C)C)c2c1,12,38,-5,9,-2,-28
CC(=O)Nc1nc(C)c(CC/C=C/c2ccc([N+](=O)[O-])cc2)c(=O)[nH]1,-4,3,5,33,-6,-8
C1CCC(OCC2(COC3CCCCO3)CCCO2)OC1 (stereo not drawn),13,12,18,-25,14,12
Cc1ccc(S(=O)(=O)n2cc(C#N)c(C#N)c2)cc1,11,-29,-11,2,7,16
C1C[OH+]CC[OH+]CCNCC[OH+]CC[OH+]CCN1.[Cl-].[Pt+4],85*,87*,87*,87*,84*,86*
Cc1cc(O)ccc1N=Nc1ccc(S(=O)(=O)O)cc1,-11,3,-27,-10,-12,5
CCOC(=O)C(N)Cc1cc(I)c(O)c(I)c1 (stereo not drawn),-14,8,-20,-31,-25,-23
CC(CO)CCNc1ncnc2c1ncn2CCC#N (stereo not drawn),-47,-20,-9,10,-13,7
BrC1CCC(Br)CC1 (stereo not drawn),-8,-13,7,-11,-10,-2
CCSC(C(OC(C)=O)C(OC(C)=O)C(COC(C)=O)OC(C)=O)n1cnc2c(=S)nc[nH]c21 (stereo not drawn),9,19,7,0,2,-2
O=C(CN1CCCc2ccccc21)c1ccc(Cl)cc1,3,9,-13,-2,4,14
CC(=O)OCC1OC(OC2CCCc3c(O)c4c(c(O)c32)C(=O)c2ccccc2C4=O)C(OC(C)=O)C(OC(C)=O)C1OC(C)=O (stereo not drawn),99*,29,98*,100*,82*,99*
Cc1cc([N+](=O)[O-])ccc1NC(=O)c1ccccc1,1,1,8,-19,2,4
CCC(/C(C)=N\Nc1ccc([N+](=O)[O-])cc1[N+](=O)[O-])(c1ccccc1)c1ccccc1,-1,-70,9,-4,9,6
CC1=NN(C(=O)CC(=O)Nc2ccccc2)C(=O)C1N=Nc1ccc(S(N)(=O)=O)cc1 (stereo not drawn),-18,18,7,-8,8,24
COC(OC)/C(CCc1ccccc1)=N\NC(N)=O,-13,-22,-18,-38,4,-14
Cc1ccc(S(=O)(=O)C(C#N)c2nc3ccccc3nc2N2CCOCC2)cc1 (stereo not drawn),-6,-38,-29,-37,-9,-37
C[n+]1ccc(/C=C/c2ccnc3c(O)cccc23)cc1,-13,-7,18,12,18,-7
Cc1nc(NCc2ccco2)c2cn[nH]c2n1,-2,-18,-5,-18,-17,-2
CCCc1cc(C(=O)OCC)cc(CCC)c1O,79*,94*,93*,96*,93*,97*
O=c1c2cc3ccccc3cc2c(=O)n2n1CC(O)C(Br)C2 (stereo not drawn),36,-29,65,21,18,-3
CCOC(=O)CC1NC(=O)CNC1=O (stereo not drawn),5,-5,-9,2,-13,-2
Cc1nc2ccccc2c(=O)n1N,13,18,23,17,10,17
CC#CC(O)(C(=O)OC1CCCN(C)C1)C1=CC=CCC1 (stereo not drawn),13,5,12,8,27,-2
O=C(O)c1ccc2c3c(ncnc13)-c1ccccc1C2=O,61,35,62,45,75*,56
O=C(O)c1ccc(OCc2ccccc2)cc1,38,-2,13,11,20,-28
CCOC(=O)C(/C=N\C(=S)Nc1ccc(Cl)c(Cl)c1)=C(/O)c1ccccc1,76*,79*,83*,69,81*,78*
Nc1cccc(CCc2nc(N)nc(N)c2-c2ccc(Cl)cc2)c1,14,3,1,22,-14,9
COc1cccc(CO)c1OC,-14,-4,-15,-13,-13,-12
Oc1ccc(C2COc3c(ccc(O)c3O)C2)cc1 (stereo not drawn),-3,8,0,6,49,12
CCOC(=O)CNCc1cc(=O)[nH]c2cc(Cl)ccc12,6,8,7,1,2,6
COC(=O)C(C)(C)O,-12&-4,-75&-27,20&-1,-29&8,2&3,-19&2
CCN(CC)c1ccc2cc(S(=O)(=O)c3ccccc3)c(=O)oc2c1,20,38,8,12,7,12
NC(CCC(=O)NC(CS(=O)(=O)O)C(=O)O)C(=O)O (stereo not drawn),80*,94*,13,13,86*,13
CCOP(=O)(OCC)C(F)(F)Cc1cnc(C)c2c1COC(C)(C)O2,-32,-17,-15,-35,-27,18

Looked up by structure from above, two records:
Compound,yeast sgs1 mgt1,yeast cln2 rad14,yeast rad50,yeast mec2-1,yeast mlh1 rad18,bub3
COC(=O)C(C)(C)O,-12&-4,-75&-27,20&-1,-29&8,2&3,-19&2
CCOC(=O)C(/C=N\C(=S)Nc1ccc(Cl)c(Cl)c1)=C(/O)c1ccccc1,76*,79*,83*,69,81*,78*

(cont.)
Compound,yeast sgs1 mgt1,yeast cln2 rad14,yeast rad50,yeast mec2-1,yeast mlh1 rad18,bub3
Cc1ccc(OC/C=C/c2cccc(C#N)c2)cc1,-2,44,0,11,44,-1
Cc1ccc(S(=O)(=O)/C=C/c2ccccc2)cc1,2,-10,8,6,-10,-2
Cc1cc(O)c(N=Nc2cc(C)c(C)cc2[N+](=O)[O-])cc1C,1,-6,-9,4,-5,-5
Cc1cccc(C(C)C)c1NC(=O)C(=O)C(C#N)c1ccc(CC#N)cc1 (stereo not drawn),18,-40,-28,2,14,2
COc1ccc(NC(C)=O)c(Cl)c1,2,21,-25,-5,-8,10
COC(=O)[C@@]12OC[C@]34[C@H]([C@@H](O)[C@@H]1O)[C@@]1(C)[C@H](O)C(=O)C=C(C)[C@@H]1C[C@H]3OC(=O)C(OC(C)=O)[C@@H]24 (stereo partly drawn),88*,91*,91*,89*,91*,91*
NNC(=O)Cc1nc2ccccc2[nH]c1=O,19,-6,10,18,21,25
CN1CC(O)C2=CC(=O)C(=O)C=C21 (stereo not drawn),-5&8,-47&3,-38&8,0&15,10&16,-5&27
Cc1[nH]c2ccccc2c1C1Cc2ccccc2N1 (stereo not drawn),81*!,68&47,58&37,78*!,96*!,94*!
O=C1c2ccccc2C(=O)N1CCN1C(=O)c2cccc([N+](=O)[O-])c2C1=O,29,-6,25,11,47,-4
CC(=O)/C(=C\c1ccc(Cl)cc1Cl)C(=O)CCN(C)C,97*,76*,98*,99*,99*,98*
O=C1C=Cc2ccccc2/C1=C/c1nc(/C=C/c2ccccc2)oc1O,24,18,12,15,16,18
CC(C)COC(=O)c1ccccc1C(=O)OC1CCCCC1,7&-4,-34&-41,-13&0,-21&-10,11&-8,32&-3
CC(C)(C)c1ccc(O)c(Cl)c1,-6,-8,-16,-8,10,-11
COc1ccc2ccnc(Cc3ccc(OCc4ccccc4)c(OC)c3)c2c1,90*,87*,90*,87*,86*,86*
CCCCCCCCOC(=O)CO,18,5,24,-30,12,3
N=N/C(=C\c1c(O)[nH]c2ccccc12)c1ccccc1,34,-35,-7,14,-9,57
CC1CCCCCN1CCC(O)c1ccccc1 (stereo not drawn),-3,-14,-6,-19,-2,7
NC(=S)N=c1ccn(O)cc1,-1,-12,6,-4,-2,0
CN(C)C(=O)/C=C/C(=O)O (tested in a mixture with another compound),7,8,-1,-10,-21,17
CCOC(=O)C(=O)c1c(C)[nH]c(C)c1C(=O)OCC,17,-23,-2,-5,-9,7
COc1ccc(/C=N/Nc2nc3ccccc3c(=O)n2-c2ccccc2)c(OCc2ccccc2)c1,6,0,5,5,10,9
CCOC(=O)c1c(C)csc1NC(=O)CSCC(=O)OC,30,20,10,-4,32,41
Cc1ccc(Nc2c3ccccc3nc3ccccc23)cc1C,98*,91*,99*,96*,99*,90*
O=C(NNC(=S)Nc1ccccc1)c1nsc2ccccc12,35,29,44,12,23,28
O=C1N(Cl)C(=O)C(c2ccc(C(F)(F)F)cc2)(c2ccc(C(F)(F)F)cc2)N1Cl,-5,-37,14,3,40,1
Cc1cnc2[nH]c(-c3cccc(Cl)c3)cc(=O)c2c1,-52,-32,-16,-22,-56,-33
Oc1ccc(-c2nnc(-c3ccc(Cl)cc3Cl)o2)cc1,54,74*,55,51,52,48
CCCC(=O)/C=C\c1ccccc1,7,-62,22,-4,-11,3
CC(=O)O[C@]12CCCC1C1(O)C(O)CCCC12 (stereo partly drawn),-72,-10,-31,-50,-35,-31
Cc1cc(S(=O)(=O)Nc2n[nH]c(Nc3ccc4ccccc4c3)n2)c(S)cc1Cl,29,36,34,6,40,36
N#CC(C#N)C(c1ccccc1)c1ccccc1,11,-1,13,18,10,2
CC(=O)OC1CCC2(C)C(CCC34OC23CCC2(C)C(C(C)CCCC(C)C)CCC24C)C1(C)C (stereo not drawn),40,1,45,16,28,-1
O=C(Nc1ccc(Cl)cc1[N+](=O)[O-])Oc1ccccc1C(=O)Nc1ccccc1,-12,10,8,2,12,-1
CCOc1cccc([N+](=O)[O-])c1,32,35,21,-14,26,10
CN(C)c1ccc(C(c2cc3c(cc2O)OCO3)N2CCCC2)cc1 (stereo not drawn),99*,99*,99*,99*,99*,99*
CCN(CC)CCNc1c(O)cc(C)c2sc3ccccc3c(=O)c12,99*,97*,98*,99*,98*,97*
COc1cc(C(=O)O)c(O)c(OC)c1OC,-8,-36,0,1,3,-13
Cc1cccc(/C=N/NC(=S)NCc2ccccn2)n1,12,11,6,-22,8,19
CN1C(=O)/C(=N/N(c2ccccc2)c2ccccc2)c2ccccc21,-4,-4,-5,27,6,21
C=CCNC(=O)C(O)C(O)C(=O)NCC=C (stereo not drawn),·,·,-25,-33,-21,·
COC(=O)c1nc(=S)[nH]c(C(=O)OC)c1C(=O)c1ccc([N+](=O)[O-])cc1,96*,31,97*,49,91*,61
CC1CCC2(OC1)OC1CC3C4CCC5CC(=O)CCC5(C)C4CCC3(C)C1C2C (stereo not drawn),8,-1,-22,-3,-22,-2

4 structures from above, arranged by length of the SMILES, highest first.
Compound,yeast sgs1 mgt1,yeast cln2 rad14,yeast rad50,yeast mec2-1,yeast mlh1 rad18,bub3
COC(=O)c1nc(=S)[nH]c(C(=O)OC)c1C(=O)c1ccc([N+](=O)[O-])cc1,96*,31,97*,49,91*,61
CN1C(=O)/C(=N/N(c2ccccc2)c2ccccc2)c2ccccc21,-4,-4,-5,27,6,21
CCN(CC)CCNc1c(O)cc(C)c2sc3ccccc3c(=O)c12,99*,97*,98*,99*,98*,97*
C=CCNC(=O)C(O)C(O)C(=O)NCC=C (stereo not drawn),·,·,-25,-33,-21,·

Assay outcomes (PubChem BioAssay)
